FN deposit inh: fibronectin deposition inhibition | hit rate 0.086% among 350,000 | AH1F fibroblasts, Alexa488-fibronectin deposition fluorescence, overnight | AID 743247 | inhibition, % at 12.6 µM;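 active = mean inhibition across replicates of 30% or more, regardless of how many single replicates reach that level; inconclusive = mean under 30% yet at least half of replicates reach 30%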;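 also: positive control wells lacked labelled fibronectin entirely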
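Assay system: AH1F fibroblasts assembling fluorescent fibronectin matrix; Amount: 10000 AH1F cells per well; Buffer or medium: DMEM, 2% serum; Probe or stimulus: Alexa488-fibronectin, 24 nM final in well; Doses: single compound dose, delivered by pin transfer; Incubation: 1 h adhesion, overnight exposure; Measured by: fluorescence 485/525 nm; Read-out: fibronectin deposition inhibition.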
S100A4 inh HTS: inhibitors of human S100A4 binding to myosin IIA peptide; inhibition, % at 10.7 µM; hit rate 0.14% among 360,000; P26447; AID 652163; S100A4/TAMRA-MyoIIA peptide fluorescence polarization;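 active = mean inhibition of at least 70% across replicates, with every replicate also reaching that level; inconclusive = mean inhibition reaches 70% but some replicates fall short; inactive = mean inhibition below 70%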
Target sequence (P26447 whole entry, looked up): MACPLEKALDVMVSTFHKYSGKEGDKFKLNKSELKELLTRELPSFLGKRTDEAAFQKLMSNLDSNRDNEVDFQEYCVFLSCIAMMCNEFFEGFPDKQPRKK
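Test system – S100A4 monomer (human) · Compound – single-point compound testing · Schedule – 5 min incubation before reading · Probe or stimulus – TAMRA-labelled myosin IIA heavy-chain peptide probe, 5 nM · Benchmarks – neutral control DMSO, positive control TFP · Medium – Calcium-containing HEPES buffer, pH 7.2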
C2C12 statin: suppression of simvastatin myotoxicity; rescue of ATP level, % at 7.49 µM; hit rate 0.78% among 330,000; C2C12 myotubes + simvastatin, ATP luminescence, 48 h; scaled: DMSO 0, geranylgeraniol control 100;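 active = mean ATP rescue above about 67%, or every replicate alone reaching that limit, limit read from the data, passing the limit was not always enough; inconclusive = no clear call, values can overlap the other calls; inactive = mean under the limit and some replicate under it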;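 also: myotubes were challenged with 10 µM simvastatin during compound exposure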
CASP6 VEID inh: blocks human caspase-6 cleavage activity. P55212. purified caspase-6, Z-VEID-R110 cleavage fluorescence. inhibition, % at 12.5 µM. hit rate 0.53% among 350,000;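 active = mean inhibition across replicates at least about 35%, with every replicate also reaching that limit, limit read from the data; inconclusive = only one of the two criteria met; inactive = neither criterion met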;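 also: 0% = median of neutral control wells and 100% = no fluorescence left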
Target sequence (P55212 24-179 limits assumed): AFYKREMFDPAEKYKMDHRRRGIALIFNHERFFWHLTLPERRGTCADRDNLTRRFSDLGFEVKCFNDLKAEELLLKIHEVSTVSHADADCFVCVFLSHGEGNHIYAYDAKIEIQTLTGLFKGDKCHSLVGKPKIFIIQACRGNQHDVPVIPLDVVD
Target sequence (P55212 194-293 limits assumed): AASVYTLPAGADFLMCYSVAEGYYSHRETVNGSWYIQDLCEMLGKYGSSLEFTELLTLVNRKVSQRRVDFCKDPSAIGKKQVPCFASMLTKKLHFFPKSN
LGR2 inh: inhibitors of bursicon-induced Drosophila LGR2 receptor cAMP signaling; AID 720647; HEK293 LGR2, CRE-luciferase, bursicon-stimulated, 4 h; hit rate 0.35% among 380,000; inhibition, % at 9.99 µM;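 active = drop in luminescence signal, shown as inhibition above about 50% in the replicate tests, limit read from the data, passing the limit was not always enough; inconclusive = probably only some replicates passing the limit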;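 also: agonist challenge used bursicon conditioned medium at about half maximal strength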
SIRT5 inh: blocks human SIRT5 desuccinylation of peptide | Purified SirT5, succinyl-peptide AMC, trypsin-coupled fluorescence | Q9NXA8 | hit rate 1.1% among 330,000 | inhibition, % at 15 µM; in the data active = inhibition above about 15%; inconclusive = no clear call, values can overlap the other calls
Target sequence (Q9NXA8 whole entry, looked up): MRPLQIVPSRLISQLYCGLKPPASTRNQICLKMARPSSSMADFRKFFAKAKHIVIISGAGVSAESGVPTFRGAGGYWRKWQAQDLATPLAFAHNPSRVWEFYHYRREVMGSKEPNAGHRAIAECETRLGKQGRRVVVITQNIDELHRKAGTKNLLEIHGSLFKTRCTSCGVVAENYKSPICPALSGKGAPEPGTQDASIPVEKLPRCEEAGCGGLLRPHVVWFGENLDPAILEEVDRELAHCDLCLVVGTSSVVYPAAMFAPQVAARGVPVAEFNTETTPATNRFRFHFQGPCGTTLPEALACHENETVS
esBAF inh: inhibitors of esBAF chromatin remodeling in mouse ES cells. hit rate 2% among 350,000. AID 602393. reporter increase, % at 12.5 µM. Bmi1-luciferase knock-in reporter, 24 h; 100% = twice the neutral-well signal; in the data active = activation above about 40%; inconclusive = no clear call, values can overlap the other calls;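 also: 0% = median of the plate's neutral control wells and 100% = double that signal; a rise in the Bmi1 reporter signal indicates esBAF inhibition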
Starred values were filed as active, the others as inactive; ? = inconclusive; · = not tested or not shown. These rows are one share of the data; count on the stated rates, not on these rows.

SMILES	FN deposit inh	S100A4 inh HTS	C2C12 statin	CASP6 VEID inh	LGR2 inh	SIRT5 inh	esBAF inh
C[C@H](CO)N1C[C@H](C)[C@@H](CN(C)Cc2ccc(C(F)(F)F)cc2)OCc2ccccc2-c2c(n(C)c3ccccc23)C1=O	-6	4	·	10	12	-4	·
C[C@@H]1CN([C@@H](C)CO)C(=O)c2cc(C#CC3CC3)cnc2O[C@H]1CN(C)C(=O)CC1CC1	-9	-18	0	0	10	-9	3
CCC(C)Nc1nc(C)nc2c1oc1ccccc12 (stereo not drawn)	-14	-3	·	-2	-15	0	·
C[C@@H]1CN([C@H](C)CO)C(=O)Cc2cc(NC(=O)CCC(F)(F)F)ccc2O[C@H]1CN(C)S(C)(=O)=O	-5	18	5	1	-21	-4	-3
O=C(CCC(=O)N1CCOc2ccccc21)N1CCN(c2ccccc2)CC1	8	-1	7	-2	-1	-8	-4
COc1ccc([C@H]2[C@@H](C#N)[C@H](C#N)N3CCCN23)cc1	-3	·	3	·	·	·	-2
CCc1ccc(/C=C2\SC(=S)N(CCCC(=O)Nc3cc(C)on3)C2=O)cc1	2	-3	44	-3	18	·	-69
Cc1ccccc1N1CCN(C(=O)c2ccc(Oc3ccc(C(F)(F)F)cn3)cc2)CC1	2	·	·	·	17	·	12
CC12CCC(=O)N1C(C(=O)Nc1cc(Cl)ccc1N1CCCC1)CS2 (stereo not drawn)	-12	0	11	2	12	-4	1
COC(=O)c1c(C)[nH]c(C=Nc2ccc(OC)cc2)c1C	1	-1	·	-3	-1	-5	·
CNC(=O)COC(=O)c1ccc(OCC(=O)Nc2ccccc2OC)c(OC)c1	8	-5	·	3	28	-5	·
CC(=O)C1=C(O)C(=O)N(CCO)C1c1ccccc1 (stereo not drawn)	13	3	6	0	4	-3	1
COc1ccc(N2CCN(C(=O)CN3C(=O)NC(C)(c4ccc5ccccc5c4)C3=O)CC2)cc1 (stereo not drawn)	5	-2	1	1	·	3	3
CCOc1cc2c(cc1OCC)C(c1ccccc1OC)OC(=O)C2 (stereo not drawn)	-1	24	·	1	-3	4	·
COc1ccc(N=C2SC(CC(=O)Nc3ccccc3)C(=O)N2Cc2ccco2)cc1 (stereo not drawn)	5	·	-2	·	9	·	-5
CCOC(=O)Cc1csc(SCC(=O)Nc2nccs2)n1	2	-15	0	2	-9	-5	2
O=C1CC(NS(=O)(=O)c2ccc([N+](=O)[O-])cc2)CN1c1ccc(Cl)cc1 (stereo not drawn)	2	3	12	-7	10	-9	-8
Cc1noc(C)c1NC(=O)Nc1ccc2c(c1)C(=O)N([C@@H](C)CO)C[C@@H](C)[C@@H](CN(C)C(=O)Nc1ccc3c(c1)OCO3)O2	·	15	-15	-2	-5	13	3
O=C(NCCc1cccc(Cl)c1)c1ccc2c(c1)OCO2	·	-3	·	5	-14	-3	·
Cc1noc(C)c1NC(=O)Nc1cccc2c1O[C@@H](CN(C)Cc1ccccc1)[C@H](C)CN([C@@H](C)CO)C2=O	·	-4	-25	0	1	4	-8
O=C(Nc1ccccc1)C1C(c2ccccc2)C1(Cl)Cl (stereo not drawn)	-1	-1	-3	0	8	-1	0
CC1CCN(C(=O)c2ccc(SCc3ccccc3F)c([N+](=O)[O-])c2)CC1	8	2	·	1	4	-3	·
Cc1cc(C(=O)N/N=C/c2cc(Br)c(Br)o2)n[nH]1	-7	-6	9	54*	-23	-4	23
CCOC(=O)c1c(-c2ccccc2)oc2ccc(OCC(O)CNCCN(C)C)cc12 (stereo not drawn)	8	-9	3	-207	2	-19	-3
Cn1c(SCC(=O)NCc2ccco2)nc2ccccc2c1=O	0	·	0	·	·	·	3
Cc1ccc(/C=N/NC(=O)c2cccc(S(=O)(=O)Nc3ccccc3Cl)c2)o1	-3	-4	9	-1	·	-4	-5
Nc1nc2c(ncn2[C@@H]2O[C@H](CNCc3ccc(F)c(N4CCOCC4)c3)[C@@H](O)[C@H]2O)c(=O)[nH]1	4	-7	-6	-3	15	-2	-16
COc1cc(OC)nc(Oc2cc(C=O)ccc2OC)n1	7	2	1	1	-4	3	-8
COCCCNC(=O)Cn1cc(/C=C(\C#N)C(=O)NC2CCCC2)c2ccccc21	4	-4	10	15	-18	1	-5
COc1ccccc1/C=C(\NC(=O)c1ccccc1)C(=O)NCc1ccco1	-1	2	-3	7	-9	-5	9
Cc1nc2c3c(sc2c(=O)[nH]1)NC(=O)CC3c1ccccc1Cl (stereo not drawn)	6	7	·	-2	16	9	·
Cc1ccccc1NC(=O)Cc1nc(COC(=O)CSc2ccccc2)cs1	·	-4	7	8	-6	0	4
C/C=C/c1ccc([C@H]2[C@@H](CO)N(C(=O)CC)[C@@H]2CNC(=O)CC)cc1	·	-1	-13	3	1	0	-3
O=C(O)CNC(=O)/C(=C/c1ccco1)NC(=O)/C=C/c1ccccc1	·	·	-10	·	0	·	1
CCOC(=O)c1ccc(NC(=S)N(CCN(C)C)Cc2cccs2)cc1	6	-9	·	0	-8	-2	·
COc1cccc(NC(=O)c2ccc(CN3CCN(c4ccccc4)CC3)cc2)c1	·	10	-2	0	0	0	4
CCNC(=O)[C@H]1[C@H](CO)[C@H]2Cn3c(ccc(C4=CCCCC4)c3=O)[C@H]2N1Cc1ccc2c(c1)OCO2	·	-3	·	1	-5	-5	·
COc1ccc(C#Cc2ccc3c(c2)[C@@H]2[C@@H](CCN2C(=O)C2CC2)[C@@H](CO)N3)cc1	-3	-6	-9	-2	-10	1	4
COc1ccc2sc(-c3ccc(S(C)(=O)=O)cc3)c(C(=O)NCCCN3CCCC3=O)c2c1	5	-2	7	0	9	·	-10
Cc1ccc(C)n1C(CC(=O)O)c1ccc(C#N)cc1 (stereo not drawn)	4	-7	·	14	9	13	·
C[C@@H]1CN([C@@H](C)CO)C(=O)Cc2cc(NC(=O)Nc3ccc(C(F)(F)F)cc3)ccc2O[C@@H]1CN(C)Cc1ccncc1	·	3	-91	1	5	7	-3
O=C(NC1CCCCC1)N[C@@H]1CC[C@H](CCNS(=O)(=O)c2ccccc2)O[C@@H]1CO	·	-8	-3	-3	-10	-2	6
COc1ccc(OCCNC(=O)/C=C/c2ccc([N+](=O)[O-])cc2)cc1	-1	3	·	3	8	-2	·
CCOc1ccc(CCNS(=O)(=O)c2cn(C)cn2)cc1OCC	7	-1	26	3	-17	33*	1
O=C(CCl)Nc1cccc(S(=O)(=O)NC2=NCCC2)c1	4	-1	·	3	-1	1	·
Cc1cc(Br)cn2c(Cc3cccc(F)c3)c(-c3ccccc3)nc12	1	-5	-3	0	-7	-2	-4
CC(C)CC#Cc1ccc2c(c1)O[C@H](CN(C)C(=O)Nc1ccccc1)[C@@H](C)CN([C@@H](C)CO)S2(=O)=O	-7	-1	-17	0	14	4	-5
CCCCC(=O)OCC(=O)c1[nH]c(C)c(C(C)=O)c1C	-2	-2	·	5	-19	0	·
O=[N+]([O-])c1cccc(COc2ncnc3cc([N+](=O)[O-])ccc23)c1	3	-2	·	3	-11	-3	·
O=C(C[C@@H]1CC[C@@H]2[C@H](COC[C@H](O)CN2C(=O)c2cnccn2)O1)NCc1ccc(F)cc1	9	·	6	·	4	·	2
O=c1cc(CSc2ccc(Cl)cc2)nc(-c2ccccn2)[nH]1	18	-1	24	3	-3	-3	5
COCCNC(=O)c1cc2c(c(-c3cccc(C#Cc4ccc(OC)c(OC)c4)c3)n1)[C@H](CCO)N(S(=O)C(C)(C)C)C2 (stereo partly drawn)	2	-17	18	2	5	-4	-2
CC(=O)Cn1cnc2c(cnn2-c2ccc(C)c(C)c2)c1=O	2	-12	-4	-4	-77	-2	?
CCCCN(C(=O)c1cc(S(=O)(=O)N2CCCCCC2)ccc1OC)c1c(N)n(CCC)c(=O)[nH]c1=O	4	-4	·	-1	14	2	·
O=C(O)/C=C/C(=O)Nc1ccc2c(c1)NC(=O)CO2	1	-5	·	4	13	·	·
Cc1cc(Br)c(NC(=O)CCl)c(Br)c1	-5	1	·	2	-4	-9	·
CC1=CC(C)C2C(=O)N(O)C(=O)C2C1 (stereo not drawn)	3	·	-1	·	·	·	-2
CCN(CC(=O)NC(=O)NC1CCCCC1)Cc1ccccc1	-1	2	-11	1	-1	-4	3
O=c1[nH]nnc2c1ncn2C1OC(CO)C(O)C1O (stereo not drawn)	-3	22	-1	1	4	·	-4
Cc1cc(C)cc(NC(=S)/C(=C(\[O-])c2ccc(Cl)cc2Cl)[n+]2ccc(C(C)(C)C)cc2)c1	-11	-5	·	-7	8	2	·

Remaining list, next part:
SMILES	FN deposit inh	S100A4 inh HTS	C2C12 statin	CASP6 VEID inh	LGR2 inh	SIRT5 inh	esBAF inh
COc1cc(F)ccc1S(=O)(=O)N1CCN(c2ccccc2)CC1	-4	-4	14	-2	0	2	0
COc1ccccc1CNC(=O)COC(=O)c1cc(C)nc2ccccc12	6	-13	0	0	3	-3	-4
CC(C)C(C(=O)NCc1ccccc1)N(C)Cc1ccc(Cl)c(Cl)c1 (stereo not drawn)	-2	2	·	-3	10	-2	·
C[C@H](CO)N1C[C@H](C)[C@@H](CN(C)Cc2ccc(Oc3ccccc3)cc2)Oc2ccc(NC(=O)Nc3ccc(F)cc3)cc2CC1=O	·	-2	60	1	17	1	-4
O=C(Nc1ccc(F)cc1)N1CC(=O)N2[C@@H](CO)[C@@H](c3ccc(C#Cc4cccnc4)cc3)[C@@H]2C1	6	4	·	4	27	-1	·
Clc1ccc2nc(C3CCCCC3)c(CC3CCCCC3)n2c1	-1	-6	-7	1	-20	-2	-17
O=C(O)c1ccccc1NS(=O)(=O)c1cccc(NS(=O)(=O)c2cc(Br)ccc2Br)c1	0	-4	-2	31	4	5	1

Compounds shown so far that contain a Cl atom (12):
SMILES	FN deposit inh	S100A4 inh HTS	C2C12 statin	CASP6 VEID inh	LGR2 inh	SIRT5 inh	esBAF inh
CC12CCC(=O)N1C(C(=O)Nc1cc(Cl)ccc1N1CCCC1)CS2 (stereo not drawn)	-12	0	11	2	12	-4	1
O=C1CC(NS(=O)(=O)c2ccc([N+](=O)[O-])cc2)CN1c1ccc(Cl)cc1 (stereo not drawn)	2	3	12	-7	10	-9	-8
O=C(NCCc1cccc(Cl)c1)c1ccc2c(c1)OCO2	·	-3	·	5	-14	-3	·
O=C(Nc1ccccc1)C1C(c2ccccc2)C1(Cl)Cl (stereo not drawn)	-1	-1	-3	0	8	-1	0
Cc1ccc(/C=N/NC(=O)c2cccc(S(=O)(=O)Nc3ccccc3Cl)c2)o1	-3	-4	9	-1	·	-4	-5
Cc1nc2c3c(sc2c(=O)[nH]1)NC(=O)CC3c1ccccc1Cl (stereo not drawn)	6	7	·	-2	16	9	·
O=C(CCl)Nc1cccc(S(=O)(=O)NC2=NCCC2)c1	4	-1	·	3	-1	1	·
O=c1cc(CSc2ccc(Cl)cc2)nc(-c2ccccn2)[nH]1	18	-1	24	3	-3	-3	5
Cc1cc(Br)c(NC(=O)CCl)c(Br)c1	-5	1	·	2	-4	-9	·
Cc1cc(C)cc(NC(=S)/C(=C(\[O-])c2ccc(Cl)cc2Cl)[n+]2ccc(C(C)(C)C)cc2)c1	-11	-5	·	-7	8	2	·
CC(C)C(C(=O)NCc1ccccc1)N(C)Cc1ccc(Cl)c(Cl)c1 (stereo not drawn)	-2	2	·	-3	10	-2	·
Clc1ccc2nc(C3CCCCC3)c(CC3CCCCC3)n2c1	-1	-6	-7	1	-20	-2	-17
